# Bioassay records: PubChem BioAssay, several laboratories
# PHOSPHO1 block: blocks human PHOSPHO1 phosphatase activity; Q8TCT1; recombinant PHOSPHO1, absorbance phosphatase assay; inhibition, % at 13.3 µM; hit rate 1.1% among 290,000; in the data active = inhibition above about 60%
# Target sequence (Q8TCT1 whole entry, looked up): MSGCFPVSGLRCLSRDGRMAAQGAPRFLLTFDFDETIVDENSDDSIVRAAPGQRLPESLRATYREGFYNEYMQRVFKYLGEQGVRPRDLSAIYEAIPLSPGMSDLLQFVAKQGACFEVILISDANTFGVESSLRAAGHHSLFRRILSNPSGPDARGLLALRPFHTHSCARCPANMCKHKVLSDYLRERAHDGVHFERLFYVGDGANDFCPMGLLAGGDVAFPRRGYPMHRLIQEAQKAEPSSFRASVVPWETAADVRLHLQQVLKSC
# GalR3 antagonist: human GalR3 antagonism | AID 651719 | inhibition, % at 3 µM | O60755 | hit rate 0.44% among 360,000 | HEK293 GalR3-CNG cAMP membrane potential fluorescence; galR3 body fused to GalR1 C-terminus;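 active = inhibition above the screen-wide average plus 3 SD, cut at about 13% in these data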;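 note: forskolin and galanin both at EC90 stimulate the cells; cAMP rise reported by CNG channel membrane potential dye signal; 0% = forskolin plus galanin with DMSO and 100% = forskolin alone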
# V1aR counter: activates human V1a receptor in oxytocin agonist counter-screen; P37288; activation, % at 3 µM; hit rate 0.25% among 320,000; AID 2797; CHO-V1R cells, Fluo-8 calcium fluorescence, agonist mode; 0% DMSO, 100% 3 nM vasopressin;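 active = activation above the mean activation of all tested compounds plus 3 SD, per screening run, cut at about 20% in these data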;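 note: signal is peak over basal fluorescence ratio across a 100 second FLIPR read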
# Target sequence (P37288 whole entry, looked up): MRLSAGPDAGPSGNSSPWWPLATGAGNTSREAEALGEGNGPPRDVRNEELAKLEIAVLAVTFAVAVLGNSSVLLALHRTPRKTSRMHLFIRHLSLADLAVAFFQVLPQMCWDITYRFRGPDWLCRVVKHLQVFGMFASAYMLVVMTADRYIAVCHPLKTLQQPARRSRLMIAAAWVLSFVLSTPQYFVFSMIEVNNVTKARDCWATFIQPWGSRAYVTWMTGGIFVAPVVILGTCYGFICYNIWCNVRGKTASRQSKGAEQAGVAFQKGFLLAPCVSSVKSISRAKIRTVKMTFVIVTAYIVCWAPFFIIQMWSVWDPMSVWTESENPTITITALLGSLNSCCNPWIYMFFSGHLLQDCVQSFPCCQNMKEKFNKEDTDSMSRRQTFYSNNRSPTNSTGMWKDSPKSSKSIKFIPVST
# MEKK2 WT-MEK5: raises or lowers MEK5 binding to wildtype human MEKK2 PB1 domain | AID 1531 | binding response (% of control), % at 10 µM | Q9Y2U5 | hit rate 1.1% among 290,000 | bead flow cytometry, Alexa488-MEK5 binding to MEKK2 WT; actives lie on both sides; in the data active = binding response below about 67% or above about 130%
# MEKK2mut PB1 HTS: signal of MEK5 binding to mutant human MEKK2 PB1 domain | bead flow cytometry, Alexa488-MEK5 binding to MEKK2 mutant | percent response, % at 10 µM | hit rate 0.35% among 290,000 | AID 1530; in the data active = percent response above about 24%, passing the limit was not always enough; note: inactives centre near 1; some results filed as inactive read as strong as hits; reference of the scale not given here
# GPR7 antagonist: human neuropeptides B/W receptor 1 antagonism; inhibition, % at 4.4 µM; hit rate 1.1% among 290,000; GPR7-expressing cells, fluorescence antagonist assay; in the data active = inhibition above about 16%, passing the limit was not always enough;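 note: cells stimulated with the agonist NPW; 0% = agonist with vehicle and 100% = vehicle without agonist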
# Target sequence (P48145 whole entry, looked up): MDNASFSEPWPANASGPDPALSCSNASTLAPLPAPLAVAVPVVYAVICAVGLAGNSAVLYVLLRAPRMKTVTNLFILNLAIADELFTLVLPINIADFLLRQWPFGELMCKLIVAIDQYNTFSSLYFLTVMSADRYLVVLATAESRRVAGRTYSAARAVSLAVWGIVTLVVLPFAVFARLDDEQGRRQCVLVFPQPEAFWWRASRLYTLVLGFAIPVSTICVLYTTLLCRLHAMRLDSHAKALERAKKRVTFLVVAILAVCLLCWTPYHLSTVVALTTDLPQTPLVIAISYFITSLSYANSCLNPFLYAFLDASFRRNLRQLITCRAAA
# NALP1 inh: blocks the NALP1 inflammasome reconstituted in yeast. S. cerevisiae NALP1/ASC/caspase-1 growth, X-gal OD620, 72 h. inhibition, % at 10 µM. hit rate 0.61% among 280,000; in the data active = inhibition mostly above about 24%, no sharp cut-off; inactive = mostly below about 32%; note: some compounds called inactive have numbers as strong as hits
# OXTR ag: agonists of human oxytocin receptor; activation, % at 3 µM; CHO-OTR cells, Fluo-8 calcium fluorescence; normalized: DMSO 0%, oxytocin 100%; hit rate 0.32% among 320,000; AID 2435; P30559;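 active = activation above the mean of all tested compounds plus 3 SD, cutoff set per screening run, cut at about 20% in these data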;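 note: peak over basal fluorescence ratio from a 100 s FLIPR kinetic read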
# MEKK3 PB1 HTS: modulators (inhibitors or enhancers) of MEK5 binding to human MEKK3 PB1 domain | Q99759 | bead-based flow cytometry, Alexa488-MEK5 binding to MEKK3; actives lie on both sides; 0 = blocked by unlabeled MEK5, 100 = vehicle | binding response (% of control), % at 10 µM | hit rate 1.4% among 290,000 | AID 1529;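 active = binding response more than 3 SD above or below the average of its plate-row segment, actives on both sides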;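 note: Alexa488 bead fluorescence after subtracting the streptavidin-only scavenger bead signal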
# * = called active by the depositor; . = not tested or not shown.
# Assay codes: A = PHOSPHO1 block; B = GalR3 antagonist; C = V1aR counter; D = MEKK2 WT-MEK5; E = MEKK2mut PB1 HTS; F = GPR7 antagonist; G = NALP1 inh; H = OXTR ag; I = MEKK3 PB1 HTS
Clc1cccc(Cl)c1Cn1c(-c2cccnc2Cl)nc2ccccc21
  A: 45; B: .; C: 0.3; D: 96; E: -1; F: 6; G: 2; H: -1.7; I: 97

COc1cccc(/C=C2/SC(=S)N(CC(=O)NNC(=O)c3ccccc3OC)C2=O)c1
  A: 24; B: -6; C: 1.0; D: 96; E: 6; F: -2; G: -4; H: 0.3; I: 103

COc1cccc(C2N=C(c3ccccc3C)NO2)c1OC (configuration not stated)
  A: 31; B: -9; C: 2.0; D: 108; E: 10; F: -3; G: 29; H: -0.2; I: 106

CCOc1ccc(NC(=O)C(NC(=O)C2CCC(C)CC2)C(C)C)cc1 (configuration not stated)
  A: -5; B: 6; C: -0.9; D: 97; E: 3; F: -12; G: 12; H: -0.5; I: 99

Cn1cccc1CC(=O)NNC(=O)Nc1cccc(Cl)c1
  A: -8; B: -4; C: 0.1; D: 105; E: -1; F: -13; G: 18; H: -0.8; I: 129*

O=C(O)Cc1ccc(NC(=O)c2ccc3c(c2)C(=O)N(Cc2ccco2)C3=O)cc1
  A: 20; B: -2; C: -0.1; D: 106; E: 3; F: -8; G: 11; H: 1.0; I: 102

Brc1ccc2c(c1)C(c1cccnc1)=NNC(c1cccs1)=N2
  A: -7; B: -3; C: -0.6; D: 106; E: 3; F: -1; G: 25; H: -1.8; I: 106

Cn1c(=O)c2c(nc(SCCN3CCOCC3)n2Cc2ccccc2Cl)n(C)c1=O
  A: -2; B: .; C: 0.6; D: 103; E: 5; F: -16; G: -76; H: -0.1; I: 103

COc1ccc(/C=N/NC(=O)c2cccc(NC(=O)c3ccccc3Cl)c2)c(OC)c1
  A: -15; B: -3; C: -0.5; D: 93; E: -5; F: -9; G: -3; H: -1.2; I: 99

COc1cc(C2C(C(=O)c3ccc(C)o3)=C(O)C(=O)N2CCc2ccccc2)ccc1O (configuration not stated)
  A: 24; B: 2; C: 2.4; D: 93; E: -1; F: -4; G: -22; H: 0.2; I: 99

# MEKK3 PB1 HTS, what is marked active above
mol | PHOSPHO1 block | GalR3 antagonist | MEKK2 WT-MEK5 | MEKK2mut PB1 HTS | GPR7 antagonist | NALP1 inh | MEKK3 PB1 HTS
Cn1cccc1CC(=O)NNC(=O)Nc1cccc(Cl)c1 | -8 | -4 | 105 | -1 | -13 | 18 | 129*

# New compounds follow
# Assay codes: A = PHOSPHO1 block; B = GalR3 antagonist; C = V1aR counter; D = MEKK2 WT-MEK5; E = MEKK2mut PB1 HTS; F = GPR7 antagonist; G = NALP1 inh; H = OXTR ag; I = MEKK3 PB1 HTS
CC(=O)NC(=S)Nc1sc2c(c1C(N)=O)CCC(C)C2 (configuration not stated)
  A: -51; B: -5; C: 10; D: 107; E: -6; F: 0; G: -1; H: 11; I: 104

Cn1cc(C(=O)OCC2CCN(CCNS(C)(=O)=O)CC2)c2ccccc21
  A: .; B: 1; C: 0.5; D: 110; E: 3; F: .; G: .; H: 0.8; I: 102

Cc1ccc(S(=O)(=O)c2c(C)nn(C(C)(C)C)c2OC(=O)C(C)(C)C)cc1
  A: 24; B: -2; C: 5.5; D: 97; E: 3; F: -3; G: -6; H: 21*; I: 100

Cc1cc(C)cc(OCC(O)CN2C(=O)NC(C)(C)C2=O)c1 (configuration not stated)
  A: -3; B: -2; C: 0.3; D: 104; E: 3; F: -7; G: 7; H: 0.8; I: 99

O=C(CCN1C(=O)C2C3C=CC(C3)C2C1=O)NCCN1CCCc2ccccc21 (configuration not stated)
  A: 13; B: 11; C: -0.2; D: 102; E: 3; F: 3; G: 11; H: -0.1; I: 102

N=c1c(C(=O)NCCc2ccccc2)cc2c(=O)n3ccccc3nc2n1CCCN1CCOCC1
  A: 28; B: -8; C: -0.9; D: 109; E: 2; F: 37*; G: 8; H: -0.8; I: 103

Cc1ccc(NC(=O)CCC(=O)OCC(=O)c2ccc(Oc3ccc([N+](=O)[O-])cc3)cc2)c(C)c1
  A: 19; B: -5; C: 3.6; D: 97; E: 3; F: 2; G: 10; H: 7.2; I: 101

NS(=O)(=O)c1ccc(CCNC2CC(=O)N(CCc3ccccc3)C2=O)cc1 (configuration not stated)
  A: -3; B: 5; C: 0.5; D: 100; E: 3; F: 0; G: 24; H: 0.5; I: 98

Cc1ccc(-c2nc(-c3cccnc3)sc2CC(=O)Nc2ccc3nc(C)sc3c2)cc1
  A: 0; B: 3; C: -0.6; D: 105; E: 3; F: -9; G: 21; H: -0.7; I: 102

COc1cc(NS(=O)(=O)c2ccc(N/C=C(\C#N)c3nc4ccccc4o3)cc2)nc(OC)n1
  A: 9; B: 0; C: 0.2; D: 98; E: 9; F: -12; G: 2; H: 1.6; I: 101

COc1ccc(C(=O)CSc2nnc(-c3ccoc3C)n2CC2CCCO2)cc1 (configuration not stated)
  A: 56; B: -7; C: 0.1; D: 103; E: 5; F: -4; G: -6; H: -1.8; I: 97

COc1ccc(-c2c(NC(=O)CC(C)C)n(C)c3ccccc3c2=O)cc1OC
  A: .; B: 5; C: -0.4; D: 101; E: 2; F: -6; G: 4; H: 0.2; I: 101

CCCNC(=O)c1ccc(CN2CCOCC2)cc1
  A: 41; B: -3; C: 0.3; D: 100; E: -3; F: -2; G: 7; H: -0.6; I: 102

CCc1nnc(NC(=O)C2CCC2)s1
  A: 2; B: -1; C: 0.1; D: 104; E: 1; F: -1; G: 0; H: 0.9; I: 105

Cn1ncc(Br)c1C(=O)NC1CCCC1
  A: 43; B: -2; C: 0.2; D: 106; E: 6; F: -16; G: 5; H: -0.7; I: 102

CCOC(=O)c1c(NC(=O)C2C3C=CC(C3)C2C(=O)O)sc2c1CCC(CC)C2 (configuration not stated)
  A: 7; B: -1; C: -0.1; D: 101; E: 0; F: 1; G: 28; H: 0.2; I: 113

COc1ccc(NC(=O)C2CCCN(S(=O)(=O)c3ccc4c(c3)CC(C)N4C(C)=O)C2)cc1 (configuration not stated)
  A: 18; B: -9; C: 8.7; D: 101; E: 3; F: -1; G: 14; H: 4.0; I: 100

O=c1[nH]c2cnccc2n1-c1ccccc1
  A: 17; B: 3; C: -0.6; D: 117; E: 18; F: -6; G: 12; H: -0.8; I: 114

CCOC(=O)N1CCN(C(=O)Cn2ncc3ccccc32)CC1
  A: 34; B: -1; C: 0.2; D: 104; E: 2; F: -3; G: 29; H: 0.3; I: 105

Cc1[nH]c(C(=O)O)c(C#N)c1C(=O)c1ccccc1
  A: .; B: -9; C: -0.1; D: 95; E: 0; F: 5; G: 4; H: 0.1; I: 96

CNC(=O)c1sccc1SCc1ccc(Cl)cc1Cl
  A: -4; B: -2; C: -1.6; D: 106; E: 8; F: 4; G: 8; H: -2.1; I: 110

COc1ccc(-c2cc(C(F)(F)F)nc(N3CCN(C)CC3)n2)cc1OC
  A: 2; B: -2; C: -0.9; D: 114; E: 6; F: -3; G: 2; H: 0.9; I: 107

O=C(NCc1ccccc1)C(c1ccc(O)cc1)N(C(=O)c1cnccn1)c1ccccc1 (configuration not stated)
  A: 23; B: -5; C: 0.1; D: 110; E: 7; F: -2; G: 12; H: -1.7; I: 104

CC(C)Cn1cc(C(=O)NCC2CCCO2)c2c3ccccc3n(C)c2c1=O (configuration not stated)
  A: -4; B: -6; C: -1.0; D: 101; E: 3; F: -1; G: 23; H: -1.2; I: 95

COc1cc(CNn2c(C)n[nH]c2=S)cc(Br)c1OCC(=O)NC(C)(C)C
  A: -51; B: -8; C: 5.2; D: 107; E: 3; F: -15; G: -16; H: 1.6; I: 109

C/C(=N\NC(=O)c1cccc(F)c1)c1cccc(NC(=O)c2ccc(F)cc2)c1
  A: 33; B: -6; C: 0.2; D: 87; E: -13; F: -2; G: -14; H: -0.1; I: 89

N#CC(C(N)=O)=C1CCCCC1
  A: 11; B: -5; C: 0.2; D: 101; E: 16; F: 9; G: 10; H: -0.1; I: 112

COc1cc(-c2cn(S(=O)(=O)c3cccc4nsnc34)nc2N)cc(OC)c1OC
  A: 5; B: 8; C: -1.5; D: 107; E: 5; F: 3; G: 5; H: -0.5; I: 103

O=[N+]([O-])c1cccc2cn[nH]c12
  A: 1; B: .; C: -0.2; D: 99; E: 1; F: -12; G: 38; H: -1.3; I: 106

COc1ccc(/C=N/Nc2cc(=O)n(C)c(=O)n2C)cc1OC
  A: 3; B: -4; C: 0.1; D: 105; E: 7; F: -17; G: 20; H: -1.2; I: 94

# Structures from the list above with an aryl thioether with sulfur outside any ring (three):
# Assay codes: A = PHOSPHO1 block; B = GalR3 antagonist; C = V1aR counter; D = MEKK2 WT-MEK5; E = MEKK2mut PB1 HTS; F = GPR7 antagonist; G = NALP1 inh; H = OXTR ag; I = MEKK3 PB1 HTS
Cn1c(=O)c2c(nc(SCCN3CCOCC3)n2Cc2ccccc2Cl)n(C)c1=O
  A: -2; B: .; C: 0.6; D: 103; E: 5; F: -16; G: -76; H: -0.1; I: 103

COc1ccc(C(=O)CSc2nnc(-c3ccoc3C)n2CC2CCCO2)cc1 (configuration not stated)
  A: 56; B: -7; C: 0.1; D: 103; E: 5; F: -4; G: -6; H: -1.8; I: 97

CNC(=O)c1sccc1SCc1ccc(Cl)cc1Cl
  A: -4; B: -2; C: -1.6; D: 106; E: 8; F: 4; G: 8; H: -2.1; I: 110

# (cont.)
# Assay codes: A = PHOSPHO1 block; B = GalR3 antagonist; C = V1aR counter; D = MEKK2 WT-MEK5; E = MEKK2mut PB1 HTS; F = GPR7 antagonist; G = NALP1 inh; H = OXTR ag; I = MEKK3 PB1 HTS
Cc1cc(C(=O)Nn2cnc3ccccc3c2=O)ccc1[N+](=O)[O-]
  A: 48; B: -3; C: -0.1; D: 67; E: -25; F: -3; G: 14; H: 0.5; I: 70

Cc1ccc[n+](C2C(c3ccc([N+](=O)[O-])cc3)C(C#N)=C([S-])NC2(O)C2CC2)c1 (configuration not stated)
  A: -22; B: -6; C: -0.9; D: 117; E: 27; F: -22; G: 3; H: -0.3; I: 95

OC1C=CSc2nc3ccccc3n21 (configuration not stated)
  A: -23; B: -2; C: 0.6; D: 106; E: 3; F: 0; G: 4; H: 0.8; I: 108

COc1cc(-c2c(C#N)c(N)nc3c2c(C)nn3-c2ccc(C)c(C)c2)cc(OC)c1OC
  A: 18; B: -1; C: -0.3; D: 101; E: -1; F: -14; G: 1; H: -0.4; I: 99

Cc1ccc2c(c1)nc(NCCO)n2C
  A: -3; B: -1; C: 0.1; D: 110; E: 8; F: -2; G: 3; H: -0.4; I: 107

C=C(C)CN(CC)C(=O)CCc1nnc(CCCc2ccccc2)o1
  A: 7; B: 1; C: 2.6; D: 105; E: 10; F: -17; G: 2; H: 0.1; I: 102

CC(C)NC(=O)CSc1nc2[nH]ncc2c(=O)[nH]1
  A: 9; B: -6; C: -0.1; D: 110; E: -1; F: -1; G: 10; H: 0.2; I: 105

Cc1ccc(C(=O)O)cc1NS(=O)(=O)c1ccc2c(c1)oc(=O)n2C
  A: 28; B: -11; C: .; D: 107; E: 6; F: -4; G: 7; H: .; I: 104

O=C(Nc1ccc(F)cc1)c1cc(-c2ccccc2)no1
  A: -151; B: 2; C: 0.2; D: 102; E: -2; F: -2; G: -2; H: 0.0; I: 103

Cn1c(SCC(=O)OC2CCCCC2)nnc1-c1ccc(S(=O)(=O)N2CCCC2)cc1
  A: 21; B: -1; C: 2.5; D: 105; E: 4; F: -6; G: 13; H: 1.1; I: 106

Cc1ccc(S(C)(=O)=NC(=O)c2cc(C)on2)cc1 (configuration not stated)
  A: 55; B: -2; C: 1.5; D: 98; E: 0; F: -4; G: 8; H: -0.6; I: 98

Cc1ccc(-n2ncc3c(=O)n(CC(=O)N4CCN(c5ccccc5F)CC4)cnc32)cc1C
  A: -11; B: -3; C: -0.3; D: 101; E: 5; F: -9; G: 13; H: 0.5; I: 98
